MT1-MMP act inh: blockers of MT1-MMP proenzyme processing, primary screen, HT1080 RFP-PRO-GFP cells, GFP/RFP fluorescence. Matrix metalloproteinase-14 (Homo sapiens), P50281. GFP/RFP ratio fluorescence, overnight; percent of plate control window, DMSO zero. GFP/RFP ratio change, % at 20 µM. 360,000 tested, 0.061% active. AID 651647, 2012;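 active means GFP/RFP ratio change of at least 30% with cell ATP level not reduced by more than half and red fluorescence within 50% of control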; further: strong numbers were not always called active
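Material: RFP-PRO-GFP reporter HT1080 cells. Dosing: single-point 20 µM compound, 1% DMSO. Controls: DMSO and RFP-L50D-GFP cell wells. Timing: cells overnight before dosing, compound overnight, 37 °C, 5% CO2. Measure: GFP/RFP fluorescence ratio.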
LMPTP inh: LMPTP phosphatase inhibitors, primary screen, biochemical, fluorescence intensity, uHTS. Low molecular weight phosphotyrosine protein phosphatase (Homo sapiens), P24666. recombinant LMPTP-A, OMFP fluorogenic substrate. inhibition, % at 20 µM. 360,000 tested, 0.22% active;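 active means compounds that cut the enzyme signal by at least half of the control window in the single-dose screen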;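 further: plate controls were DMSO wells with enzyme plus substrate for no effect and substrate without enzyme for full effect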
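Buffer or medium: Bis-Tris pH 6.0, DTT, detergent; Assay system: LMPTP-A enzyme; Quantity: 0.625 nM enzyme; Detection: endpoint fluorescence intensity; Times: 50 min dark incubation at room temperature; Controls: substrate-only low control, DMSO enzyme-plus-substrate high control; Doses: single 20 µM dose; Read-out: percent inhibition versus substrate-only and uninhibited controls; Reagent: 400 µM OMFP.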
SUMO1-SIM PPI: modulators of SUMO1 protein-protein interactions, primary screen, biochemical, uHTS. Small ubiquitin-related modifier 1 (Homo sapiens), P63165. SUMO1 binding to a labelled peptide, TR-FRET, 1 h. inhibition, % at 20 µM. 360,000 tested, 0.33% active; in the data active means inhibition above about 37%
NRP1-CendR mod: modulators of CendR peptide binding to NRP-1, primary screen, biochemical, fluorescence polarization, uHTS; 360,000 tested, 0.85% active; Neuropilin-1 (Homo sapiens), O14786; FAM-RPARPAR peptide binding to NRP-1; inhibition, % at 25 µM;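 active means inhibition or corrected inhibition above about 18%, plus a signal ratio from 0.5 to 1.5, limit read from the data, passing the limit was not always enough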; further: strong numbers were not always called active
SKN-1 inh: suppressors of acrylamide-induced Pgst-4::GFP reporter in worms, primary screen, SKN-1 inhibitor project, whole organism, uHTS, GFP/RFP fluorescence ratio, strain VP596; 360,000 tested, 0.49% active; AID 624304, 2012; C. elegans VP596 Pgst-4::GFP/RFP ratio, 24 h; inhibition, % at 21.8 µM;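 active means interference check ratio from 0.5 to 1.5 plus GFP to RFP signal ratio inhibition reaching or exceeding a fixed threshold, cut at about 30% in these data, passing the limit was not always enough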; further: some compounds called inactive have numbers as strong as hits
NadD inh: inhibitors of S. aureus NadD, primary screen, biochemical, colorimetric, uHTS. Nicotinate-nucleotide adenylyltransferase NadD (Staphylococcus aureus N315). purified NadD enzyme, colorimetric absorbance read-out. inhibition, % at 20 µM. 360,000 tested, 0.78% active; in the data active means inhibition above about 26%; further: some compounds past the cut are filed as inactive
Rpn11 block: Rpn11 (PSMD14) deubiquitinase inhibitors, primary screen, biochemical, fluorescence polarization, uHTS; 26S proteasome non-ATPase regulatory subunit 14 (Homo sapiens), O00487; human 26S proteasome, Ub4-pepOG fluorescence polarization; 20S core pre-blocked with epoxomicin; calls only at 20 µM; 360,000 tested, 0.59% active; AID 588493, 2011;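 active means inhibition at 20 µM, scaled to each plate's controls, above about 33%, limit read from the data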
Scp-1 inhibitor: Scp-1 phosphatase inhibitors, primary screen, biochemical, colorimetric, uHTS; inhibition, % at 20 µM; Recombinant Scp1, phosphopeptide, malachite green phosphate absorbance; 340,000 tested, 0.88% active;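 active means inhibition above about 50% at 20 µM, limit read from the data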;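 further: plate controls were DMSO wells with enzyme for no effect and wells lacking enzyme for full effect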
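Times: enzyme reaction 45 min at room temperature, colour 5 min, stabilisation 30 min. Material: SCP-1 catalytic fragment, aa 76-261. Medium: Acidic Tris acetate buffer with magnesium and detergent. Signal: colorimetric free-phosphate detection, absorbance 630 nm. Read-out basis: % inhibition of SCP-1 phosphate liberation. Reagent: Phosphorylated 17-residue peptide substrate.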
STEP block: STEP phosphatase inhibitors, primary screen, biochemical, fluorescence intensity, uHTS; Tyrosine-protein phosphatase non-receptor type 5 (Homo sapiens), P54829; recombinant STEP, OMFP fluorogenic substrate; inhibition, % at 20 µM; 360,000 tested, 0.25% active; AID 588621, 2011;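 active means inhibition at 20 µM, scaled per plate between control wells, above about 37%, limit read from the data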;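 further: 0% = DMSO with enzyme and substrate and 100% = substrate only without enzyme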
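Measure: Control-normalized % inhibition with plate pattern correction | Test system: STEP phosphatase, cell-free reaction | Medium: pH 6.0 Bis-Tris with DTT and Tween 20 | Technique: Fluorescence, 480/540 nm | Times: Reaction 20 min, ambient temperature | Doses: Single compound dose of 20 µM, 1% DMSO final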
DNMT1 inh: human DNMT1 methyltransferase inhibitors, primary screen, biochemical, molecular beacon, fluorescence, HinP1I cleavage, uHTS; inhibition (reported as % activation of signal), % at 10 µM; DNA (cytosine-5)-methyltransferase 1 (Homo sapiens), P26358; 360,000 tested, 0.83% active; AID 588458, 2011; in the data active means inhibition above about 50%
Target sequence (P26358 504-1616 limits assumed): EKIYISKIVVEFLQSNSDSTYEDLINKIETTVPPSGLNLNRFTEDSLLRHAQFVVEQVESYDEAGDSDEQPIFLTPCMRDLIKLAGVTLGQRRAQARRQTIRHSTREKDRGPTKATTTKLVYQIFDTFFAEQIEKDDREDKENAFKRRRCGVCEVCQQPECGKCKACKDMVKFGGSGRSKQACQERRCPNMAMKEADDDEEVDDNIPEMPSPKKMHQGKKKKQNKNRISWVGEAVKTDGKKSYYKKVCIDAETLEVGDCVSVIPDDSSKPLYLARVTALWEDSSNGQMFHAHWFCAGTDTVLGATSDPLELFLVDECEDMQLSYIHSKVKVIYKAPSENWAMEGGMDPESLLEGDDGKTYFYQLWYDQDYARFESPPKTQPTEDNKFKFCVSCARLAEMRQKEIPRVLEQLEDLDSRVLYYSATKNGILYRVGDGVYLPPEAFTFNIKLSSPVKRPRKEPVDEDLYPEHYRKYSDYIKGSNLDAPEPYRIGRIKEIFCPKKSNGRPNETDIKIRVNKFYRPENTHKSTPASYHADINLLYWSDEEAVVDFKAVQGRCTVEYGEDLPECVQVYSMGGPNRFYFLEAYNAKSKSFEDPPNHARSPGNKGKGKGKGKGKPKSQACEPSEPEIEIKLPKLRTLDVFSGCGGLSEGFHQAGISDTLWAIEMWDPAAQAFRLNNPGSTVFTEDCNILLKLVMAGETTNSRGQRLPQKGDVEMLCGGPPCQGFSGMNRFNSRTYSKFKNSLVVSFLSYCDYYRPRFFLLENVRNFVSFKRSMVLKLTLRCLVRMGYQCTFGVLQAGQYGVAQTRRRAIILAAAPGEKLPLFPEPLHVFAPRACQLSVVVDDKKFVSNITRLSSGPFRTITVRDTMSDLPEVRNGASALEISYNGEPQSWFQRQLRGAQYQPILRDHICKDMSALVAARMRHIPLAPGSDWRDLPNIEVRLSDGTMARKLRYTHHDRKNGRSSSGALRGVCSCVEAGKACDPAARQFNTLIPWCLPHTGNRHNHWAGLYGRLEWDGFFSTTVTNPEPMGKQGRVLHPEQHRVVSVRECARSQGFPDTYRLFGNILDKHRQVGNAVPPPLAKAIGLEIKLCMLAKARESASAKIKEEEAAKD
* marks the source's active call; other numbers are inactive results; i = inactive; . = no result given.

Molecule,MT1-MMP act inh,LMPTP inh,SUMO1-SIM PPI,NRP1-CendR mod,SKN-1 inh,NadD inh,Rpn11 block,Scp-1 inhibitor,STEP block,DNMT1 inh
NC(=O)c1ccc(Oc2ccc(Cl)cc2)c([N+](=O)[O-])c1,-0.4,-1.0,-23.5,1.4,-2.9,-2.3,i,-5.0,-0.4,-0.6
COc1ccc(CN2CCN(S(=O)(=O)c3ccc(C)cc3)CC2)cc1OC,8.9,-1.4,-2.2,-3.1,-2.7,-4.2,i,-3.8,-0.8,-0.7
Cc1c(Cl)cccc1NC(=O)c1cccnc1,0.5,1.2,-3.8,2.9,-3.3,-5.3,i,-3.5,-0.1,1.3
CC1CCCN(c2nc3nonc3nc2Nc2ccccc2F)C1 (stereo not given),2.1,0.3,-5.5,2.9,-5.6,2.8,i,2.2,1.2,-0.5
O=C(NC1CCCCC1)NS(=O)(=O)c1ccc2c(c1)CCC2,3.2,-0.1,2.4,-11.5,14.7,1.3,i,-5.3,1.3,-3.4
CC1CCN(CCNC(=O)CN(C)S(=O)(=O)c2cccc3nsnc23)CC1,0.9,-0.2,-23.8,-0.8,-4.4,-7.8,i,-7.3,1.7,0.9
Cc1ccsc1C(=O)NNC(=O)CCN1CCN(c2ccccc2)CC1,.,-0.3,2.6,5.8,-10.4,-1.4,i,-2.0,2.1,0.7
C#CCN(C[C@@H]1[C@@H](OC(=O)NC2CC2)[C@@H](OC(=O)NC2CC2)CN(C(=O)OC(C)C)N1C(=O)OC(C)C)S(=O)(=O)c1ccc(C)cc1,-3.8,-1.1,2.4,-1.2,2.0,-1.0,i,.,-2.2,-0.4
COc1ccc(NC(=O)C2CC(=O)N(C)C(=Nc3ccc4c(c3)OCO4)S2)cc1 (stereo not given),3.1,-1.4,-1.8,16.0,9.2,-3.1,i,-3.7,0.3,-5.0
COc1ccccc1NC(=O)CSc1nc2sc(C)c(C)c2c(=O)n1Cc1ccco1,1.1,-5.7,-6.2,3.3,-12.7,2.2,i,-6.0,-4.3,-0.3

Molecule,MT1-MMP act inh,LMPTP inh,SUMO1-SIM PPI,NRP1-CendR mod,SKN-1 inh,NadD inh,Rpn11 block,Scp-1 inhibitor,STEP block,DNMT1 inh
O=C(NC(=S)NCC1CCCO1)c1cccc([N+](=O)[O-])c1 (stereo not given),2.6,-1.9,-22.6,-4.9,-12.5,-4.7,i,-2.3,1.5,-1.2
CN(CC(=O)Nc1ccc(N2CCOCC2)cc1)C(=O)c1cc(S(=O)(=O)N(C)C)ccc1Cl,-1.7,2.2,6.1,3.1,0.9,-1.2,i,9.3,1.1,1.7
Cc1ccc(N(C(=O)c2ccc(Br)o2)C2C=CS(=O)(=O)C2)cc1 (stereo not given),0.0,-1.3,-3.4,-14.6,-2.7,-0.2,i,-9.1,-1.3,14.5
CC(C)NC(=O)C1(C)CCCCN1Cc1ccc(OCc2ccccc2)cc1 (stereo not given),-0.6,-2.2,1.3,5.7,9.5,-7.2,i,.,-1.6,1.0
C[N+](C)(CC#Cc1ccccc1)CC(=O)c1ccccc1,-1.6,-0.5,2.1,41.9*,-5.8,-6.9,i,-2.7,-0.5,3.5
COc1ccccc1N1CCN(C(=O)CCC(=O)N2CCN(c3ccccc3OC)CC2)CC1,-4.1,-0.7,-0.1,-7.6,11.1,-1.1,i,8.1,2.6,1.2
COc1ccc(S(=O)(=O)N(C)c2ccc(C(=O)Nc3ccccc3C(=O)N3CCOCC3)cc2)cc1,1.2,-0.9,3.5,-1.7,4.0,-2.9,i,-1.8,-1.2,1.4
Cc1ccc(N(CC(=O)NCc2ccc(F)cc2)C(=O)c2snc(C(N)=O)c2N)cc1C,-4.5,-1.8,-2.7,-3.0,-22.5,-0.8,i,-0.6,-1.3,-0.2
Nn1c(Cc2ccccc2)nc2cc(Cl)ccc2c1=O,-2.8,0.2,1.4,-10.9,-16.8,4.2,i,-1.9,-0.6,-0.6
O=[N+]([O-])c1ccc(NCc2ccccc2N2CCC(CO)CC2)nc1,-0.2,-1.3,-20.5,5.0,22.1,2.4,i,-4.2,-0.5,-1.0

Molecule,MT1-MMP act inh,LMPTP inh,SUMO1-SIM PPI,NRP1-CendR mod,SKN-1 inh,NadD inh,Rpn11 block,Scp-1 inhibitor,STEP block,DNMT1 inh
COc1ccc(OC)c(S(=O)(=O)Nc2c(NC3CCCCC3)c3ccccc3oc2=O)c1,1.1,0.9,-3.4,2.7,-7.0,4.3,i,-8.2,2.3,-3.9
CCC(Sc1nc2cc3c(cc2c(=O)n1Cc1ccco1)OCO3)C(=O)NCCOC (stereo not given),-1.6,-0.1,-1.4,2.2,-11.1,6.3,i,-0.2,2.7,-3.2
O=C(COC(=O)Cc1c(Cl)cccc1Cl)Nc1ccc2[nH]c(=O)[nH]c2c1,3.1,-0.2,54.5*,-13.2,-5.2,-1.9,i,1.2,3.2,0.2
CCOC(=O)c1oc2ccc(S(=O)(=O)n3nc(-c4ccc(Cl)cc4)cc3N)cc2c1C,0.8,5.2,5.0,-6.7,-3.5,25.2,i,-12.9,0.1,-2.5
S=C(NCCN1CCOCC1)N1CCN(c2cccc(Cl)c2)CC1,5.4,-1.4,-6.4,8.1,-11.6,-4.3,i,5.1,0.8,1.1
O=C(O)c1cc(N/C(=N\S(=O)(=O)c2ccc(F)cc2)c2ccccc2)ccc1O,-1.4,-0.5,0.5,7.6,-8.6,1.4,i,-2.0,2.1,-0.3
O=C(COC(=O)c1ccc([N+](=O)[O-])cc1)Nc1cccnc1Cl,-0.5,0.4,-42.0,18.3,-1.0,-6.6,i,-4.8,1.5,2.4
CCc1[nH]nc2c1C(c1cccc(OC(=O)N3CCOCC3)c1)C(C#N)=C(N)O2 (stereo not given),2.2,-1.2,2.9,-58.3,13.4,0.8,i,6.7,-2.4,-7.5
C[C@H]1CN([C@@H](C)CO)C(=O)CCCn2nncc2CO[C@H]1CN(C)C(=O)c1ccncc1,3.6,-2.0,6.5,6.6,8.7,-7.1,i,.,-3.1,1.3
CCc1ccc(NC(=O)CCN2C(=O)c3cccnc3C2=O)cc1,4.3,-0.8,-9.7,-5.2,-5.2,3.9,i,-6.1,-1.1,1.7

3 of the entries above in order of the MT1-MMP act inh value, largest number first:
canonical_smiles	MT1-MMP act inh	LMPTP inh	SUMO1-SIM PPI	NRP1-CendR mod	SKN-1 inh	NadD inh	Rpn11 block	Scp-1 inhibitor	DNMT1 inh
S=C(NCCN1CCOCC1)N1CCN(c2cccc(Cl)c2)CC1	5.4	-1.4	-6.4	8.1	-11.6	-4.3	i	5.1	1.1
CCc1ccc(NC(=O)CCN2C(=O)c3cccnc3C2=O)cc1	4.3	-0.8	-9.7	-5.2	-5.2	3.9	i	-6.1	1.7
C[C@H]1CN([C@@H](C)CO)C(=O)CCCn2nncc2CO[C@H]1CN(C)C(=O)c1ccncc1	3.6	-2.0	6.5	6.6	8.7	-7.1	i	.	1.3

Additional entries
Molecule,MT1-MMP act inh,LMPTP inh,SUMO1-SIM PPI,NRP1-CendR mod,SKN-1 inh,NadD inh,Rpn11 block,Scp-1 inhibitor,STEP block,DNMT1 inh
O=C(CNS(=O)(=O)c1ccc(Br)cc1)NC1CCCC1,-0.9,-0.3,2.5,-10.6,3.0,-1.8,i,-3.1,-2.4,-0.1
CCS(=O)(=O)N1Cc2ccccc2CC1C(=O)N(C)CC(=O)Nc1ccc(F)c(F)c1F (stereo not given),0.2,0.3,1.2,8.9,12.1,-8.0,i,-3.4,-0.5,4.5
CCOc1ccc2[nH]c(=O)c(CN(CCc3ccccc3)C(=O)N3CCOCC3)cc2c1,-2.7,-0.6,6.6,7.6,-3.4,3.3,i,-4.4,-0.9,2.0
O=[N+]([O-])c1ccc(Sc2cccc3cccnc23)cc1,-0.2,-0.1,-29.2,6.9,15.3,1.2,i,-2.6,1.7,-2.7
Cc1c(C(=O)NCCN2CCOCC2)oc2ccccc12,-4.4,-1.4,2.3,12.0,-1.3,1.9,i,-5.0,-11.3,-1.4
O=C(/C=C/c1ccccc1Cl)N(c1ccccn1)C1CCCCC1,-0.5,-0.3,1.1,-22.1,6.5,-1.0,i,-8.7,2.3,-14.7
COc1ccc(S(=O)(=O)N2CCN=C2SCc2cccc(F)c2)cc1,-3.0,3.2,-5.4,15.0,-15.9,-1.9,i,-1.8,-0.5,-0.9
CCOc1ccccc1CN1CCCC(CNS(=O)(=O)c2ccc(OC)cc2)C1 (stereo not given),2.1,0.3,-1.6,3.6,-1.2,-8.7,i,-4.5,5.8,-0.1
Cc1csc(NC(=O)c2cc(=O)[nH]c3ccccc23)n1,-5.3,0.3,-24.3,-6.0,-5.1,-2.0,i,-2.7,-1.2,-4.9
CNS(=O)(=O)c1cccc(C(=O)OCC(=O)Nc2ccc(Cl)cc2F)c1,1.8,0.1,0.9,-3.4,7.2,-7.8,i,-15.5,-4.1,-0.7
COc1ccc(C2/C(=C(/O)c3ccc(Br)cc3)C(=O)C(=O)N2C)cc1 (stereo not given),-8.1,-0.1,-14.5,1.2,5.8,0.3,i,-9.4,14.4,-2.8

High-throughput results as filed in PubChem.
